High-throughput results deposited in PubChem by National Center for Advancing Translational Sciences (NCATS).
EPAC1 ag: qHTS for Agonist of cAMP-regulated guanine nucleotide exchange factor 3 (EPAC1): primary screen. EPAC1 agonist qHTS, biochemical assay; response scale: 100% = response to 6.5 mM cAMP. Potency, µM (highest dose often 154 µM), for inactives: at the top dose activation, actives largely listed as activators. hit rate 0.073% among 360,000. AID 720707, 2013; note: potency is the fitted concentration of half-maximal effect; nearly all actives have a fitted effect of over 60% in size
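Multi-concentration qHTS readout: loss of Rap1B-bound BODIPY-GDP fluorescence driven by 100 nM EPAC1 with excess GDP (50 uM), monitored kinetically at room temperature; agonist response expressed relative to 6.5 mM cAMP.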
Abeta rescue: qHTS for compounds that reverse cellular toxicity of Amyloid beta (A-beta) peptide in yeast: Primary Screen | yeast expressing A-beta42, growth rescue, OD600, 48 h; response scale: 0% DMSO, 100% iron-clioquinol control | Potency, µM (doses to about 46.1 µM), inactives show at the highest dose growth rescue, actives largely listed as activators | hit rate 0.063% among 410,000; note: potency is the fitted concentration of half-maximal effect; nearly all actives have a fitted effect of over 55% in size
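Yeast A-beta toxicity model in growth medium with pinned compounds, 48 h at 30 C; growth read as absorbance at 600 nm. Normalized to FeCl3/clioquinol equimolar mix (positive) and DMSO (negative).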
aSyn yeast inh: qHTS of alpha-syn Inhibitors | Yeast expressing alpha-synuclein, growth rescue, BacTiter-Glo, 24 h | Potency, µM (titrated, usually from 46.1 µM), for the others: at the highest dose growth rescue (activation), actives largely listed as activators | hit rate 0.14% among 370,000 | AID 652106, 2013; note: potency is the fitted concentration of half-maximal effect; % of control where 0% means no effect; nearly all actives have a fitted effect of over 65% in size
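Readout is rescue of growth in alpha-synuclein-expressing yeast, so inhibitors of toxicity appear as activators. Growth after 24 hr at 30 deg C in galactose medium is quantified by luminescence.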
PLK1 PBD block: qHTS for Inhibitors of PLK1-PDB (polo-like kinase 1 - polo-box domain): Primary Screen | Serine/threonine-protein kinase PLK1 (Homo sapiens), P53350 | Plk1 PBD binding of FITC phosphopeptide, fluorescence polarization | Potency, µM, inactives show max response, negative = inhibition, actives largely listed as inhibitors | hit rate 2.8% among 360,000 | AID 720504, 2013; note: potency is the fitted concentration of half-maximal effect; series mostly up to about 57 µM; % is set by controls: 0 for no effect and ±100 for the full control effect; nearly all actives have a fitted effect of over 65% in size
WRN inhibitor: qHTS for Inhibitors of WRN Helicase; Bifunctional 3'-5' exonuclease/ATP-dependent helicase WRN (Homo sapiens), Q14191; WRN helicase unwinding, fluorescent forked duplex, kinetic; Potency, µM (highest dose often 114 µM), for inactives: at the highest dose activity change, negative = inhibition, hits mostly inhibitors; hit rate 0.46% among 360,000; note: potency is the fitted concentration of half-maximal effect; % is set by controls: 0 for no effect and ±100 for the full control effect; nearly all actives have a fitted effect of over 55% in size
Target sequence (Q14191 whole entry, looked up): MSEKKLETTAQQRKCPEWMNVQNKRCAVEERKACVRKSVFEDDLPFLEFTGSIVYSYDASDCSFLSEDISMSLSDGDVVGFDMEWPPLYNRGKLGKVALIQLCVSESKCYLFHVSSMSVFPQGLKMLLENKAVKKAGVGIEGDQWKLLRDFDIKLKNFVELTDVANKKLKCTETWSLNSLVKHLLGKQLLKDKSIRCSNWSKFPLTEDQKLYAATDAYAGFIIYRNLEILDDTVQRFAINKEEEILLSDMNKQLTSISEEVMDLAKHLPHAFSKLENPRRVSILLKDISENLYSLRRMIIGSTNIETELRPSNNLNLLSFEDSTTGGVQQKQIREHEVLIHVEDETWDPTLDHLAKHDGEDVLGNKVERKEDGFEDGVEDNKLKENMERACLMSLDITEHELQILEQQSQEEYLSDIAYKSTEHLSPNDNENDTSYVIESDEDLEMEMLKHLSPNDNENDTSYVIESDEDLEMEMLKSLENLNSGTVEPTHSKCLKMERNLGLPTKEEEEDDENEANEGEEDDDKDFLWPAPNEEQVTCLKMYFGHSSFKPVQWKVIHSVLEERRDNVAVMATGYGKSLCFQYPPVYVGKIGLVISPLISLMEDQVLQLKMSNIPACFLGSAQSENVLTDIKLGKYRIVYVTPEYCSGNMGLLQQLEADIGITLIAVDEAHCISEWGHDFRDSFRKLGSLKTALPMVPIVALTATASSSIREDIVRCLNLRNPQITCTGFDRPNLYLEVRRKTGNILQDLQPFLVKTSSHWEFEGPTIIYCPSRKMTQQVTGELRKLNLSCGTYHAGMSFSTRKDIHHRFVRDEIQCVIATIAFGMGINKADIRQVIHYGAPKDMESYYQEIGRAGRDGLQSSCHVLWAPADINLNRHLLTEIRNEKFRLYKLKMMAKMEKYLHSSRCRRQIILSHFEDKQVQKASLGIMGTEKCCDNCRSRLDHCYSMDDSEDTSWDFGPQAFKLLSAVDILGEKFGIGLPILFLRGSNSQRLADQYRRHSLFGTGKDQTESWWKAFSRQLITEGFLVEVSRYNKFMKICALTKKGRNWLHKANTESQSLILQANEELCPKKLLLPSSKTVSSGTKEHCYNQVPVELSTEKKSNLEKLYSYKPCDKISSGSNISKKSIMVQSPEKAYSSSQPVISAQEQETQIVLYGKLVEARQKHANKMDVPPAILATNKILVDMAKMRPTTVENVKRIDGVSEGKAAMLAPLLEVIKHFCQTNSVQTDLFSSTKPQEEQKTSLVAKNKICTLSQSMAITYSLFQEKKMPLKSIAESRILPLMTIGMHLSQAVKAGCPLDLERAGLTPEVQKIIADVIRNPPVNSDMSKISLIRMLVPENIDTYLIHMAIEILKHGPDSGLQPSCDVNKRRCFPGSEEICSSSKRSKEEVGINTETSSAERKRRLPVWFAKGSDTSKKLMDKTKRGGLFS
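WRN at 20 nM final was preincubated with compound for 15 min at room temperature; reaction started with 100 nM forked duplex oligonucleotide carrying fluorophore and quencher plus 2 mM ATP (final). Unwinding followed kinetically by red fluorescence (ex 525/em 598 nm).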
IL2 activator: qHTS of IL-2 Activators | IL-2 activation reporter assay, cell-based qHTS; stimulated with anti-CD3/CD4/CD28 beads; in transgenic mouse T cells | hit rate 0.065% among 360,000 | activation, % (series mostly up to about 46 µM); in the data active = activation above about 50%; inconclusive = mostly about 30% to 49%; note: 0% is about no effect
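Readout is EGFP and DsRed signal by fluorescent plate cytometry after 18 h at 37 degrees C. Transgenic mouse T cells (750/well) received compound for 60 min before bead stimulation (anti-CD3, anti-CD4, anti-CD28); memory T cells served as non-tolerant control.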
FUS suppressor: qHTS for Suppressors of FUS Proteinopathy: Primary screen using FUS-linked yeast assay; S. cerevisiae FUS-expressing, growth rescue, OD600, 24 h; Potency, µM (titrated, usually from 76.6 µM), for inactives: top-dose growth rescue (activation), actives largely listed as activators; hit rate 0.24% among 390,000;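 note: potency is the fitted concentration of half-maximal effect; plate controls were DMSO vehicle for no effect and reference control for full effect; nearly all actives have a fitted effect of over 55% in size; some results filed as inactive show a strong effect at the top dose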
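Absorbance at 600 nm, taken 24hr after compound addition, measured rescue of FUS-yeast growth at 30C. Induction used 2% galactose with seeding at OD 0.005. Controls: CP55940 from 92uM final, DMSO only.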
PI5P4Ka inh: qHTS for Inhibitors of phosphatidylinositol 5-phosphate 4-kinase (PI5P4K) | hit rate 1.2% among 330,000 | max response, % | PI5P4Kalpha enzyme, ADP-Glo luminescence, 60 min; hits give low values | Phosphatidylinositol 5-phosphate 4-kinase type-2 alpha (Homo sapiens), P48426; active = max response of -50% or lower; inconclusive = between -30% and -50%; inactive = -30% or higher; note: value at the top dose of about 77 µM; % is set by controls: 0 for no effect and ±100 for the full control effect
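ADP-Glo luminescence end-point after a 60 min room-temperature kinase reaction. PI5P4Kalpha and substrate in HEPES pH 7.4 buffer with EGTA, 0.1% CHAPS and 5% DMSO; ATP at 5 microM final.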
EPAC1 antag: qHTS for Antagonist of cAMP-regulated guanine nucleotide exchange factor 3 (EPAC1): primary screen. Rap guanine nucleotide exchange factor 3 (Homo sapiens), O95398. EPAC1 GEF assay, Rap1b-BODIPY-GDP exchange fluorescence. Potency, µM (doses to about 115 µM), for the others: at the highest dose activity change, negative = inhibition, actives largely listed as inhibitors. hit rate 0.14% among 360,000. AID 720709, 2013;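 note: potency is the fitted concentration of half-maximal effect; plate controls were vehicle for no effect and positive control for full effect; nearly all actives have a fitted effect of over 50% in size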
An asterisk follows results filed as active; ? = inconclusive; . = not tested or not shown; [ ] = another dose, or the depositor's remark. Unless noted, calls come from the whole dose curve; as a rule, active = well fitted curve in the direction sought with a large enough effect; inconclusive = small, poorly fitted or top-dose-only effect, or another doubt; inactive = no such curve, though single readings can be large; an effect the other way counts as inactive or inconclusive.

Molecule | EPAC1 ag | Abeta rescue | aSyn yeast inh | PLK1 PBD block | WRN inhibitor | IL2 activator | FUS suppressor | PI5P4Ka inh | EPAC1 antag
O=c1cc(Cc2ccc([N+](=O)[O-])cc2)[nH]c(=O)[nH]1 | 8% | 11% | -1% | -8% | 2% | -1.3 | . | -20 | -3%
COc1cccc(CC(=O)NNC(=O)CN(C)S(=O)(=O)c2ccc(C)cc2)c1 | -5% | 7% | 5% | -3% | 0% | -0.6 | -6% | -1 | -3%
C/C(=N\NC(=O)c1ccc(F)cc1)c1ccc(N2CCOCC2)cc1 | 1% | -7% | 1% | -8% | -3% | -3.2 | 11% | -2 | 3%
c1ccc(-c2ccc(Oc3cc(N4CCOCC4)nc(-c4ccccc4)n3)cc2)cc1 | -1% | -6% | -1% | -3% | 3% | -1.7 | -7% | . | -4%
CN(C)c1ccnc(Oc2ccc(Cl)cc2)c1C#N | 9% | -20% | -15% | ? | -11% | -2.8 | -12% | . | -2%
CC(=O)NC1C(Oc2ccc(C)cc2)OC2COC(c3ccco3)OC2C1O (stereo unspecified) | 2% | -9% | 1% | -6% | 3% | 1.0 | . | 7 | -1%
NS(=O)(=O)c1ccc(N=Nc2c[nH]c(=O)c(O)c2)cc1 | 0% | -32%[inhibitor] | -28% | ? | ? | 0.1 | -15% | -63* | ?
NNc1ccc2c(C(F)(F)F)cc(C(F)(F)F)nc2n1 | -15% | -6% | 13% | 1% | 7% | -0.3 | -11% | -7 | 11%
O=C(CSc1nnc(-c2cccs2)o1)OC1CCCCC1 | 14% | 1% | 14% | -8% | -11% | -0.7 | 0% | . | 6%
COc1ccccc1C1CC(=O)Oc2cc(OC)c(OC)c(OC)c21 (stereo unspecified) | -8% | -20% | -2% | -6% | 0% | -0.5 | 12% | 6 | -13%
CCC(=O)NCCc1nc2cc(NC(=O)c3cccc([N+](=O)[O-])c3)ccc2n1C | 1% | -14% | -5% | 4% | 12% | -2.3 | 19% | -4 | -4%
COc1ccc(CCNC(=O)CSc2nnnn2-c2ccc(OC)c(OC)c2)cc1OC | 12% | -10% | -6% | 13µM* | 3% | 1.3 | 6% | -27 | 6%
C[C@@H]1CN([C@@H](C)CO)C(=O)CCCn2nncc2CO[C@H]1CN(C)Cc1cccc2c1OCCCO2 | 2% | 7% | 0% | -7% | -4% | -0.3 | -5% | 2 | -2%
CCCCn1c(Cn2nc(C(=O)O)c3ccccc3c2=O)nc2cc(S(N)(=O)=O)ccc21 | 11% | 3% | 2% | -11% | -3% | 0.5 | 25% | -8 | 39%[activator]
CCOC(=O)c1nnc2cc(-c3ccc(Br)cc3)nn2c1C | 3% | -10% | 2% | -1% | 3% | 1.5 | 0% | -16 | -6%
COC(=O)c1ccc(-c2nc(CN3CCN(C(=O)c4ccco4)CC3)c(C)o2)cc1 | 7% | -3% | 3% | -23% | -7% | 0.8 | -11% | -16 | -10%
O=C(OCn1nnc2ccccc2c1=O)c1cc2ccccc2o1 | 4% | 5% | 6% | -2% | 5% | -1.5 | -28% | 2 | 5%
CN1C(=O)N(C)c2ccc(C=O)c3cccc1c23 | 6% | -21% | 13% | -16% | 0% | -0.3 | -6% | -5 | -17%
NC(=O)NC(=O)COC(=O)CCCSc1nc2ccccc2s1 | 1% | -7% | -5% | 21µM* | -9% | 1.3 | 5% | 5 | ?
COCC1CCN(Cc2c(C(=O)N3CCOCC3)nc3c(C)cccn23)C1 (stereo unspecified) | 9% | 0% | 0% | 1% | -1% | 1.7 | -27% | -2 | 7%
COc1cccc(C2=NOC(C(=O)N3CCN(Cc4ccccc4)CC3)C2)c1OC (stereo unspecified) | -4% | 26% | -1% | -4% | 5% | -0.1 | . | 13 | ?
COc1cccc(/C=C2\SC(=S)N(CCCC(=O)N3CCCCC3)C2=O)c1 | 12% | -8% | 3% | 1% | -8% | 0.2 | 0% | 0 | -24%
CC(Oc1ccc(F)cc1)c1nnc(SCC(=O)N(c2ccccc2)C2CCS(=O)(=O)C2)o1 (stereo unspecified) | 3% | 10% | -9% | -9% | 4% | -2.6 | 23% | 10 | -16%
O=C(NCc1cccs1)c1cnc2sccn2c1=O | -9% | -3% | -5% | -8% | 1% | -1.3 | 4% | -3 | 8%
COc1ccc(OC)c(C(=O)C2COC(=O)C2)c1 (stereo unspecified) | -17% | 8% | 0% | -3% | -4% | 0.2 | 2% | 6 | 9%
CC(NC(=O)c1ccccc1NC(=O)CSc1nnnn1C)c1ccccc1 (stereo unspecified) | -4% | 7% | -1% | -1% | 3% | 0.6 | -8% | 4 | -1%
COC(=O)c1[nH]c2ccc(C)cc2c1NC(=O)Nc1ccc(OC)cc1 | -11% | -12% | 2% | -15% | 9% | -3.2 | 27% | -1 | 8%
COc1ccc(C(=O)Nc2cccc(-c3csc(C)n3)c2)cc1S(=O)(=O)N1CCCC1 | 12% | 6% | 3% | -6% | -10% | -0.5 | ? | 0 | -17%
COc1ccccc1CNC(=O)CNC(=O)c1ccc(Br)o1 | 7% | 9% | 0% | 1% | 1% | 0.3 | 3% | 9 | -1%
Cc1ccc(CNCCCn2cnc(C(=O)Nc3ccc(C)c(C)c3)n2)o1 | 2% | 5% | -7% | -8% | -4% | -0.3 | -7% | 16 | -1%

Rewritten with two lines to a compound: 8 of the compounds above.
Below each SMILES – EPAC1 ag	Abeta rescue	aSyn yeast inh	PLK1 PBD block	WRN inhibitor	IL2 activator	FUS suppressor	PI5P4Ka inh	EPAC1 antag
COC(=O)c1ccc(-c2nc(CN3CCN(C(=O)c4ccco4)CC3)c(C)o2)cc1
    7%	-3%	3%	-23%	-7%	0.8	-11%	-16	-10%
O=C(OCn1nnc2ccccc2c1=O)c1cc2ccccc2o1
    4%	5%	6%	-2%	5%	-1.5	-28%	2	5%
CN1C(=O)N(C)c2ccc(C=O)c3cccc1c23
    6%	-21%	13%	-16%	0%	-0.3	-6%	-5	-17%
NC(=O)NC(=O)COC(=O)CCCSc1nc2ccccc2s1
    1%	-7%	-5%	21µM*	-9%	1.3	5%	5	?
COCC1CCN(Cc2c(C(=O)N3CCOCC3)nc3c(C)cccn23)C1 (stereo unspecified)
    9%	0%	0%	1%	-1%	1.7	-27%	-2	7%
COc1cccc(C2=NOC(C(=O)N3CCN(Cc4ccccc4)CC3)C2)c1OC (stereo unspecified)
    -4%	26%	-1%	-4%	5%	-0.1	.	13	?
COc1cccc(/C=C2\SC(=S)N(CCCC(=O)N3CCCCC3)C2=O)c1
    12%	-8%	3%	1%	-8%	0.2	0%	0	-24%
CC(Oc1ccc(F)cc1)c1nnc(SCC(=O)N(c2ccccc2)C2CCS(=O)(=O)C2)o1 (stereo unspecified)
    3%	10%	-9%	-9%	4%	-2.6	23%	10	-16%

Later entries.
Molecule | EPAC1 ag | Abeta rescue | aSyn yeast inh | PLK1 PBD block | WRN inhibitor | IL2 activator | FUS suppressor | PI5P4Ka inh | EPAC1 antag
Cc1cc(C)nc(SCc2ccc(C(=O)NN=C3CCCC3)cc2)n1 | 5% | -9% | 0% | 1% | -2% | 2.3 | 1% | -1 | -2%
CCN(CC)CCSc1nc(O)c(-c2ccccc2)c(=O)n1-c1ccccc1 | 5% | 22% | 1% | -8% | 0% | 0.5 | 7% | -9 | 0%
CC(NC(=O)OCc1ccccc1)C(=O)NCC(=O)NC(Cc1ccc(OC(C)(C)C)cc1)C(=O)OC(C)(C)C (stereo unspecified) | -16% | 8% | 0% | 9% | -10% | -5.1 | . | 8 | -20%
Cc1ccccc1Cn1c(=N)n(CC(=O)c2ccc([N+](=O)[O-])cc2)c2ccccc21 | -5% | -2% | 10% | 4% | -11% | 0.0 | . | 9 | -7%
O=C(COC(=O)CNC(=O)c1ccc(Cl)cc1Cl)NC1CC1 | 4% | 3% | -11% | -6% | -21% | -1.0 | 6% | 6 | -9%
O=C(O)C1CCN(C(=O)CCc2ccccc2)CC1 | 5% | 4% | -9% | 0% | -18% | 1.1 | -16% | 5 | 4%
CC1=C/C(=N\N=C2\NC(=O)C(CC(=O)Nc3ccccc3)S2)CC(C)(C)C1 (stereo unspecified) | -1% | 2% | 14% | 24µM* | -4% | -0.1 | 17% | 4 | -4%
Cc1ccc(NC(=O)C2(C)CCCN2C)cc1C (stereo unspecified) | -7% | 6% | -9% | -1% | 2% | -0.2 | -16% | 2 | 2%
O=C(CCc1cccc(Cl)c1)NC1CCCN(Cc2ccccc2F)C1 (stereo unspecified) | -16% | -11% | -2% | -3% | 4% | -2.1 | 8% | 2 | 7%
N/C(=N\OC(=O)Nc1ccc(Cl)c(Cl)c1)c1ncc(C(F)(F)F)cc1Cl | 0% | -5% | -44%[inhibitor] | -2% | 3% | -0.5 | -25% | -3 | 0%
CCCn1cccc(C(=O)Nc2ccc(OC)cc2)c1=O | 12% | 2% | -5% | -7% | 7% | -0.4 | -6% | -1 | -2%
O=C(COC(=O)c1cc(=O)[nH]c(=O)[nH]1)NCc1ccccc1 | -5% | 4% | 1% | 1% | 0% | -1.3 | . | 9 | 2%
O=C(CN1C(=O)NC2(CCCC2)C1=O)N1CCN(S(=O)(=O)c2ccc(Cl)c(C(F)(F)F)c2)CC1 | -5% | -2% | -1% | -3% | -4% | 1.2 | 26% | 7 | 1%
O=C1c2ccccc2C(Nc2ccc3c(c2)OCO3)N1Cc1ccco1 (stereo unspecified) | 6% | 33% | 8% | 5% | -8% | 0.3 | 8% | -5 | -14%
COc1ccc(S(=O)(=O)N2CCN(C(=O)Cc3cccs3)CC2)cc1 | -4% | -6% | 0% | -11% | 3% | -0.1 | -6% | 1 | 7%
